Tn6 DDE FP: inhibitors of Tn6 peptide binding to human fibrin DD(E) | 0.21% of 370,000 active | Fibrin DD(E) TRITC-Tn6 fluorescence polarization displacement | P02675 | inhibition, % at 8.3 µM;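 active = inhibition above a per-campaign cutoff: mean of compounds within control limits plus 3 SD, cut at about 15% in these data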;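 note: 0% = median of all compound wells on the plate and 100% = blocking peptide control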
Target sequence (P02675 whole entry, looked up): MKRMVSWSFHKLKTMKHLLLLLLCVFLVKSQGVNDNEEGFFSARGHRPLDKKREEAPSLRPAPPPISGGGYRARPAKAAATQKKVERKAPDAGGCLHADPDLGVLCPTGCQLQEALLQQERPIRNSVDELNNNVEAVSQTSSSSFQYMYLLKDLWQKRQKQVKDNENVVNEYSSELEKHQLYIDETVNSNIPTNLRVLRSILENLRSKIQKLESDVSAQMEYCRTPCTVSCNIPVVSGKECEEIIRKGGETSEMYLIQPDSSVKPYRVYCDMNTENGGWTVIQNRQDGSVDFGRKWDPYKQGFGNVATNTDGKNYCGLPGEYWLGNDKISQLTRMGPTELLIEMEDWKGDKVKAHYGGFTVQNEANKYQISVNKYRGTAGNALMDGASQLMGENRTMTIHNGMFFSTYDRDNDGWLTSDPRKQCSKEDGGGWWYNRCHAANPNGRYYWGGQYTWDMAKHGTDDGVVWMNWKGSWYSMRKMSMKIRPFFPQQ
KLK7 zymogen act: activates the human kallikrein-7 zymogen. 0.9% of 370,000 active. purified proKLK7, EDANS-DABCYL substrate fluorescence; 100% is mature enzyme control, 0% vehicle. activation, % at 7 µM;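 active = activation above the mean of all tested compounds plus 3 SD, computed per campaign excluding outliers beyond control limits, cut at about 13% in these data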
Target sequence (P49862 whole entry, looked up): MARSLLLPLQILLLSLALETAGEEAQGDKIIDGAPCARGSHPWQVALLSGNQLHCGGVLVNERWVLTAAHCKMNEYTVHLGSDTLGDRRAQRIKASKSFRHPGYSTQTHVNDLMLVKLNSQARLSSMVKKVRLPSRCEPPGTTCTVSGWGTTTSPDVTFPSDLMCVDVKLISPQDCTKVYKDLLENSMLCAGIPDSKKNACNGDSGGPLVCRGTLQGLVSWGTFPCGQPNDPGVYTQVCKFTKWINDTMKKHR
LEDGF integ inh: blocks HIV-1 LEDGF/p75-dependent DNA integration. inhibition, % at 3.7 µM. TR-FRET IN-LEDGF/p75 DNA integration, Eu/Cy5. AID 743269. 0.64% of 370,000 active;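 active = inhibition above the screen-wide mean plus 3 SD, cut at about 13% in these data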;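 note: signal is the Cy5 over europium emission ratio at 671 and 618 nm; 0% = plate median of compound wells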
PRMT1 FP inh: inhibitors of human PRMT1 | AID 652257 | Q99873 | inhibition, % at 2.79 µM | 1.3% of 370,000 active | recombinant PRMT1, activity-based probe fluorescence polarization;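 active = inhibition above about 21% made by adding two undisclosed values, limit read from the data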
Target sequence (Q99873 whole entry, looked up): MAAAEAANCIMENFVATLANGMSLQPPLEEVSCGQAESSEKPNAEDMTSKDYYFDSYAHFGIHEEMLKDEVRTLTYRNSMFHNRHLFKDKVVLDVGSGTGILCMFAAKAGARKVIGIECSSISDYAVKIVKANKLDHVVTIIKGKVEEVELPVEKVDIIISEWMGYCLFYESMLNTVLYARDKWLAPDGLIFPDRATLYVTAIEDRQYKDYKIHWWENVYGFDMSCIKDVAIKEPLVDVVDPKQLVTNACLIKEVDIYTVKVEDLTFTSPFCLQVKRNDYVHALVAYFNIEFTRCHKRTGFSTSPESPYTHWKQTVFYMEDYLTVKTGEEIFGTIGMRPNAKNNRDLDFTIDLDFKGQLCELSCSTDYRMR
UHRF1 binding: human UHRF1 methylated DNA binding inhibitors | Q96T88 | UHRF1 binding to methylated oligo, TR-FRET | inhibition, % at 4.4 µM | 0.75% of 370,000 active | AID 687016; in the data active = inhibition above about 21%;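 note: UHRF1 SRA domain binding a hemimethylated CpG hairpin DNA probe; 0% = median of test compound wells and 100% = reference inhibitor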
TDP2 absorb: blocks human TDP2 phosphodiesterase activity. O95551. recombinant TDP2, T5PNP hydrolysis, p-nitrophenol absorbance 415 nm. inhibition, % at 12.8 µM. 0.34% of 370,000 active. AID 720702;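 active = inhibition above the mean of all tested compounds plus 3 SD, set per campaign, cut at about 25% in these data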;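 note: 0% = DMSO with enzyme and 100% = buffer with substrate but no TDP2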
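Assay system: Recombinant human TDP2 | Quantity: 120 nM TDP2 per well | Incubation: 2 h at 37 °C | Signal: Epi absorbance | Evaluation: Percent inhibition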
TCR-CD3 inh: blocks the human TCR-CD3 interaction | 0.37% of 360,000 active | AID 651800 | TAMRA-labeled TCR probe fluorescence, biochemical | inhibition, % at 9.4 µM; in the data active = inhibition above about 19%;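 note: recombinant mutant TCR 2C K166C tagged with TAMRA read by polarization; 0% = receptor in buffer alone and 100% = receptor with positive control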
SIAE primary: inhibitors of human sialic acid acetylesterase SIAE; Q9HAT2; SIAE FP-Rh probe binding, fluorescence polarization; inhibition, % at 9.66 µM; 0.69% of 370,000 active; AID 1053197;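 active = inhibition above a cutoff: mean of compounds within the control limits plus 3 SD of those, cut at about 17% in these data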;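 note: 0% = plate median of compound wells and 100% = probe without SIAE protein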
Tn7 DDE FP: disrupts Tn7 cyclic peptide binding to fibrin D-Dimer-E complex; P02675; FP displacement of FITC-Tn7 peptide from fibrin DD(E); 0% = median of compound wells per plate; inhibition, % at 8.3 µM; 0.13% of 370,000 active;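 active = inhibition above the mean of compounds falling within the control limits plus 3 SD of them, cut at about 14% in these data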;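 note: 0% = plate median of compound wells and 100% = 10 µM Aha-Tn7 peptide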
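System: human fibrin DD(E); quantity: Fibrin-DD(E) at 2 µM final; also added: fluorescent Tn7 probe at 0.1 µM; compound dosing: single nominal test concentration of 8.3 µM per compound; schedule: 10 min preincubation, 3 h with tracer, room temperature; detection: fluorescence polarization of the labelled Tn7 tracer; repeats: one replicate per compound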
MBD2 inh: blocks human MBD2 binding to methylated DNA; Q9UBB5; TR-FRET, MBD2 binding to methylated oligonucleotide; inhibition, % at 4.4 µM; 0.31% of 370,000 active; in the data active = inhibition above about 13%
Numbers without * were called inactive; x = no result given.

SMILES	Tn6 DDE FP	KLK7 zymogen act	LEDGF integ inh	PRMT1 FP inh	UHRF1 binding	TDP2 absorb	TCR-CD3 inh	SIAE primary	Tn7 DDE FP	MBD2 inh
COc1ccccc1NS(=O)(=O)c1ccc(NC(=O)c2nc3ncccn3n2)cc1	-2	0.4	2	0	2	1	-7	-6	3	3
CO[C@H]1CN(C)C(=O)c2cc(NS(=O)(=O)c3ccccc3)ccc2OC[C@@H](C)N(Cc2ccccn2)C[C@@H]1C	-5	-0.3	-2	6	1	9	-1	16	-5	8
CCN(CC)C(=O)c1nc(-c2cccc3ccccc23)no1	-1	0.1	2	1	-1	-3	-5	-9	-5	2
COCc1cc(N2CCN(C(=O)OC(C)(C)C)C[C@H]2C)ccc1N1C[C@@H](C)O[C@@H](C)C1	-1	0.7	-3	4	6	3	8	2	0	-1
Cc1cc([N+](=O)[O-])nn1CC(=O)N1CCc2ccccc2C1	1	-0.8	0	4	10	-11	-10	-7	3	8
COc1ccc(C(=S)N2CCOCC2)cc1OC(=O)c1cc([N+](=O)[O-])c(C)c([N+](=O)[O-])c1	6	0.7	2	6	2	-1	0	9	0	5
CCCCN1CCN(C(=O)C2CCCN(C(=O)c3ccc4c(c3)NC(=O)CS4)C2)CC1 (stereo not drawn)	-11	0.6	4	-3	1	-3	x	1	-5	2
O=C1C2CC=CCC2C(=O)N1c1ccc(NCCc2ccc(O)cc2)c([N+](=O)[O-])c1 (stereo not drawn)	0	-0.3	0	-3	-2	-3	3	4	-7	-3
CC[C@]12c3[nH]c4ccc(OC)cc4c3CCN1C(=O)C(CC(=O)NCCCOC)C[C@@H]2C(=O)N1CCN(C(=O)C2CC2)CC1 (stereo partly drawn)	7	0.4	3	-3	-3	-4	-2	5	-7	-7
COc1ccccc1C(=O)NCCn1cc(SCC(=O)NCC2CCCO2)c2ccccc21 (stereo not drawn)	1	-0.3	-2	4	-2	14	0	3	-1	1
CCS(=O)(=O)c1ccc(-c2cccc(NC(=O)c3ccc(Br)o3)c2)nn1	-4	-0.4	1	-2	0	-3	-1	-5	1	3
O=C(CCCN1C(=O)/C(=C\c2cccs2)SC1=S)Nc1ccc(C(=O)O)cc1	0	0.5	-2	3	1	1	5	-9	1	9
COc1ccc(CNc2nc(NCc3ccc(OC)cc3)n(C(=O)c3ccccc3[N+](=O)[O-])n2)cc1	-7	0.8	4	1	-4	6	5	1	-7	0
CCC1(c2ccccc2)NC(=O)N(CC(=O)Nc2ccc(Cl)c(S(=O)(=O)N3CCCCC3)c2)C1=O (stereo not drawn)	4	0.4	3	4	-1	-7	-3	-32	4	-2
N#CCC[C@H]1CC[C@]2(CCCN(C(=O)c3ccno3)C2)O1	0	-0.1	3	6	2	-7	x	4	3	8
COc1cc(OC)cc(N(C(=O)c2ccco2)C(C(=O)NC2CCCC2)c2ccc(N3CCOCC3)cc2)c1 (stereo not drawn)	4	1.4	2	1	-1	7	1	-2	5	1
CC(CN1CCCCC1)OC(=O)c1ccco1 (stereo not drawn)	8	-0.1	-3	4	-1	-6	-8	1	5	-4
CC(C)CCNC(=O)c1ccc(-n2cnc3cccnc32)cc1	-2	-0.6	-2	-2	-2	4	-3	-1	-1	3
COc1ccc(CN2C(=O)c3cccnc3C2=O)cc1S(=O)(=O)N(C)c1cccc(C)c1	2	-0.4	-5	3	1	1	-5	-1	-2	6
Cc1ccc(C(=O)COC(=O)CCN2C(=O)C3C4CCC(C4)C3C2=O)cc1C (stereo not drawn)	4	-0.4	-3	-3	-4	-4	2	-2	0	-4
CCN(C(=O)COC(=O)COc1ccc2c(C)cc(=O)oc2c1)C1CCS(=O)(=O)C1 (stereo not drawn)	-6	4.6	-1	2	0	4	-2	1	5	4
Cc1ccc(-c2csc(NC(=O)CN3CC(C)OC(C)C3)n2)cc1 (stereo not drawn)	-4	-0.1	-3	3	0	-9	-3	-8	7	5
C[C@@H]1ON(C)[C@H]2C[C@H]3c4[nH]c5ccc(-c6ccc7c(c6)OCO7)cc5c4CCN3C(=O)[C@@H]12	1	-1.2	0	-3	-1	-9	1	-18	8	-3
CCOC(=O)C1CN(c2cc3c(cc2F)c(=O)c(C(=O)O)cn3CC)OC1C(=O)OCC (stereo not drawn)	1	0.3	-1	-2	-4	0	1	-3	4	6
Cc1ccc2c(c1)C1CN(C)CCC1N2Sc1ccccc1[N+](=O)[O-] (stereo not drawn)	-7	0.0	0	-5	0	-15	-1	1	-2	4
SMILES	Tn6 DDE FP	KLK7 zymogen act	LEDGF integ inh	PRMT1 FP inh	UHRF1 binding	TDP2 absorb	TCR-CD3 inh	SIAE primary	Tn7 DDE FP	MBD2 inh
Cc1ccc(-c2csc3ncn(/N=C/N(C)C)c(=O)c23)o1	1	1.6	0	12	-1	6	0	11	2	1
O=C(N/N=C/c1cccc(OC(=O)c2ccc3c(c2)OCO3)c1)c1cncc(Br)c1	-3	-0.5	-1	2	1	-2	0	-5	1	3
Cc1cc(N/N=C/c2ccco2)c2ccccc2n1	17*	-0.1	1	-4	1	-4	1	-2	6	-4
Cc1ccc(-n2nnnc2SCC(=O)NC2CCCc3ccccc32)c(C)c1 (stereo not drawn)	1	0.1	-1	-2	1	-2	2	-5	-6	-3
COC(=O)c1cnn(-c2ccccc2)c1-n1cccc1C=O	1	0.0	-4	0	0	0	-2	-1	2	3
Nc1nn(-c2ccccc2)c2ccc([N+](=O)[O-])cc12	4	-0.1	-4	3	-16	7	-3	-4	-7	-20
COC(=O)C1=C(C)N(Cc2ccccc2)C(=O)N[C@H]1c1cccs1	-7	-0.4	-2	-2	0	-3	4	13	3	-5
C#Cc1ccc(C(=O)Nc2cc(C(N)=O)ccc2N2CCOCC2)cc1	-10	-0.2	5	3	-1	-9	-5	12	10	-3
Cc1nc(SCc2ccccc2)c2oc3ccccc3c2n1	-1	-0.1	-3	4	0	6	6	-2	2	2
FC(F)(F)c1ccc2c(c1)N1CCCC1CN2 (stereo not drawn)	3	0.8	-7	2	-5	-12	-4	15	-2	-5
COc1ccccc1OCC#CCn1ccnc1	2	-0.7	-2	2	-1	-1	0	-6	9	-3
Cc1nn(C)c(Oc2cccc(Cl)c2)c1C(=O)Nc1ccc(F)cc1F	-1	0.6	-5	2	0	-2	1	-1	-1	-1
O=C(CSc1nc(=O)n2ccccc2n1)NCc1ccc2c(c1)OCO2	4	0.3	0	-4	-1	7	-2	2	-3	-5
Cc1noc(C)c1CSCC(=O)OCC(=O)Nc1sccc1C#N	-2	-0.3	2	3	7	1	5	0	-2	-4
C[C@H](O)[C@@H]1CN2CCc3c([nH]c4c(-c5ccccc5)cccc34)[C@@H]2C[C@@H]1N(C)C(=O)Nc1ccccc1	-2	-0.6	2	3	-1	-2	-9	-2	2	-3
CC(CCCN1CCCC1)Nc1ccnc2cc(Cl)ccc12 (stereo not drawn)	-1	0.4	4	-2	-1	-1	-7	5	3	-4
Cc1ccc(-c2nc(N)sc2-c2ccc(C)cc2)cc1	7	0.1	-3	1	1	-18	-2	5	-13	2
O=C(NCC1CCCO1)c1ccc(CS(=O)(=O)Cc2ccc(F)cc2)o1 (stereo not drawn)	-6	0.5	-4	0	0	0	2	13	-3	-4
Fc1ccc(-c2c[nH]c(=S)n2Cc2ccccc2)cc1	0	-0.1	-3	16	-2	5	-5	8	4	0
CCOC(=O)[C@H]1[C@H]2COc3ccc(Cl)cc3[C@@H]2N2C(=O)c3ccccc3NC(=O)[C@@]12C	-8	0.3	0	0	4	-16	-1	-3	7	-4
O=C(N/N=C/C=C/c1ccccc1[N+](=O)[O-])c1cc(-c2ccccc2)n[nH]1	-10	-0.6	4	3	-3	5	-3	-24	-1	-3
CN(C)CC/C=C1\c2ccccc2COc2ccccc21	-3	0.0	-2	1	-2	6	-2	3	-3	1
O=C(COC(=O)CNC(=O)c1ccccc1)NCCc1ccccc1	10	-0.1	3	-4	0	4	9	11	-11	-7
COc1ccc(C(=O)Nc2nc3ccccc3[nH]2)cc1S(=O)(=O)N1CCOCC1	4	-0.3	0	-4	0	-5	-2	-11	-5	3
COc1c(C)cccc1C(=O)Nc1cc(-c2nn3c(C)nnc3s2)ccc1C	2	0.0	-2	2	-2	9	7	-3	3	1
SMILES	Tn6 DDE FP	KLK7 zymogen act	LEDGF integ inh	PRMT1 FP inh	UHRF1 binding	TDP2 absorb	TCR-CD3 inh	SIAE primary	Tn7 DDE FP	MBD2 inh
O=c1ccn(-c2cccc(C(F)(F)F)c2)nc1-c1ccn(-c2ccccc2)n1	5	0.2	-2	2	-1	-3	5	-11	5	3
O=C(NC1CCCCC1)C(c1cccnc1)N(C(=O)CCl)c1ccccc1Cl (stereo not drawn)	2	0.0	1	0	-1	4	1	-5	5	-2
Cc1ccc(CNC(=O)[C@@H](NC(=O)Cc2ccccc2)C(C)C)cc1	1	-0.2	0	-1	-1	4	5	0	-5	-7
COCCCNC(=S)N1CCN(Cc2ccc3c(c2)OCO3)CC1	2	-0.2	11	-3	1	-2	-6	2	-4	0
CCCCn1c(N)c(N(CCC(C)C)C(=O)C2CCCC2)c(=O)[nH]c1=O	4	0.2	2	2	-2	4	5	-2	-8	-2
Cc1noc(C)c1NC(=O)Nc1cccc2c1O[C@@H](CN(C)C(=O)Nc1ccc3c(c1)OCO3)[C@@H](C)CN([C@H](C)CO)C2=O	-2	0.2	0	-1	-4	-1	6	4	4	3
C[C@H](NC(=O)[C@@H]1CCCN1C(=O)[C@@H]1CCCN1)c1ccccc1	3	0.1	-1	3	1	-9	-4	-2	4	1
Cc1ccc(S(=O)(=O)NCc2csc(C)n2)cc1	-7	-1.4	-4	3	4	1	-3	-6	0	3
CCOc1ccc(C(C(=O)NC(C)(C)C)N(CCOC)C(=O)CCC(=O)Nc2nccs2)cc1 (stereo not drawn)	-6	-0.1	-10	5	3	-9	-2	4	5	4
c1ccc2c(c1)CSc1sccc1C2=C1CCNCC1	-1	-0.1	-2	-4	-2	-9	12	3	-12	-2
Cc1ccc(N2C(=O)C3Sc4[nH]c(=O)sc4C(c4ccccc4)C3C2=O)cc1 (stereo not drawn)	-1	3.7	4	14	3	7	2	1	4	1
CC(C)NC(=O)NC(=O)COC(=O)c1cccc(S(=O)(=O)N2CCCCC2)c1	7	0.2	2	-4	-5	-3	4	-5	-4	1

Exported with two lines to a compound: 4 of the compounds above
Below each compound: Tn6 DDE FP | KLK7 zymogen act | LEDGF integ inh | PRMT1 FP inh | UHRF1 binding | TDP2 absorb | TCR-CD3 inh | SIAE primary | Tn7 DDE FP | MBD2 inh
CCCCn1c(N)c(N(CCC(C)C)C(=O)C2CCCC2)c(=O)[nH]c1=O
→ 4 | 0.2 | 2 | 2 | -2 | 4 | 5 | -2 | -8 | -2
Cc1noc(C)c1NC(=O)Nc1cccc2c1O[C@@H](CN(C)C(=O)Nc1ccc3c(c1)OCO3)[C@@H](C)CN([C@H](C)CO)C2=O
→ -2 | 0.2 | 0 | -1 | -4 | -1 | 6 | 4 | 4 | 3
C[C@H](NC(=O)[C@@H]1CCCN1C(=O)[C@@H]1CCCN1)c1ccccc1
→ 3 | 0.1 | -1 | 3 | 1 | -9 | -4 | -2 | 4 | 1
Cc1ccc(S(=O)(=O)NCc2csc(C)n2)cc1
→ -7 | -1.4 | -4 | 3 | 4 | 1 | -3 | -6 | 0 | 3

Assay outcomes deposited in PubChem BioAssay by The Scripps Research Institute Molecular Screening Center.
